KLK7 zymogen act: proKLK7 (human) activation, primary screen; activation, % at 7 µM; 370,000 tested, 0.9% active; purified proKLK7, EDANS-DABCYL substrate fluorescence; 100% is mature enzyme control, 0% vehicle;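 active = activation above the mean of all tested compounds plus 3 SD, computed per campaign excluding outliers beyond control limits, cut at about 13% in these data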
Target sequence (P49862 whole entry, looked up): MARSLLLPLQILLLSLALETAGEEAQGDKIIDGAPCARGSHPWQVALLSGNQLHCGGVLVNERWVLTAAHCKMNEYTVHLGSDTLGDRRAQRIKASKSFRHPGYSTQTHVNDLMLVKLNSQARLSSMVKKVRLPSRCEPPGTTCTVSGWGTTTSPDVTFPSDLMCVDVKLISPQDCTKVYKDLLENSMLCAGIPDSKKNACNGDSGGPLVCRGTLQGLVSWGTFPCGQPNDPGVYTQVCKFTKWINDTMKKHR
TDP2 inh: TDP2 (human) inhibition, absorbance primary screen; O95551; recombinant TDP2, T5PNP hydrolysis, p-nitrophenol absorbance 415 nm; inhibition, % at 12.8 µM; 370,000 tested, 0.34% active; AID 720702;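 active = inhibition above the mean of all tested compounds plus 3 SD, set per campaign, cut at about 25% in these data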;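 also: 0% = DMSO with enzyme and 100% = buffer with substrate but no TDP2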
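Evaluation: % inhibition relative to enzyme-containing and enzyme-free wells. Material: recombinant human TDP2. Benchmarks: enzyme-free and DMSO wells. Timing: enzyme reaction with compound for 2 h at 37 °C. Compound dosing: 12.8 µM only. Measured by: p-Nitrophenol epi absorbance. Reagent: T5PNP substrate at 5 mM, a TopII-DNA adduct mimic. Replication: single well per compound.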
UHRF1 MBD2 ctr: blocks human UHRF1 binding to methylated DNA. UHRF1 binding to methylated oligo, TR-FRET. inhibition, % at 4.4 µM. 370,000 tested, 0.75% active; in the data active = inhibition above about 21%;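 also: UHRF1 SRA domain binding a hemimethylated CpG hairpin DNA probe; 0% = median of test compound wells and 100% = reference inhibitor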
MBD2 DNA inh: blocks human MBD2 binding to methylated DNA; Q9UBB5; TR-FRET, MBD2 binding to methylated oligonucleotide; inhibition, % at 4.4 µM; 370,000 tested, 0.31% active; AID 686964; in the data active = inhibition above about 13%
Tn6 DDE FP: inhibitors of Tn6 peptide binding to human fibrin DD(E) | Fibrin DD(E) TRITC-Tn6 fluorescence polarization displacement | inhibition, % at 8.3 µM | 370,000 tested, 0.21% active;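 active = inhibition above a per-campaign cutoff: mean of compounds within control limits plus 3 SD, cut at about 15% in these data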;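 also: 0% = median of all compound wells on the plate and 100% = blocking peptide control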
Target sequence (P02675 whole entry, looked up): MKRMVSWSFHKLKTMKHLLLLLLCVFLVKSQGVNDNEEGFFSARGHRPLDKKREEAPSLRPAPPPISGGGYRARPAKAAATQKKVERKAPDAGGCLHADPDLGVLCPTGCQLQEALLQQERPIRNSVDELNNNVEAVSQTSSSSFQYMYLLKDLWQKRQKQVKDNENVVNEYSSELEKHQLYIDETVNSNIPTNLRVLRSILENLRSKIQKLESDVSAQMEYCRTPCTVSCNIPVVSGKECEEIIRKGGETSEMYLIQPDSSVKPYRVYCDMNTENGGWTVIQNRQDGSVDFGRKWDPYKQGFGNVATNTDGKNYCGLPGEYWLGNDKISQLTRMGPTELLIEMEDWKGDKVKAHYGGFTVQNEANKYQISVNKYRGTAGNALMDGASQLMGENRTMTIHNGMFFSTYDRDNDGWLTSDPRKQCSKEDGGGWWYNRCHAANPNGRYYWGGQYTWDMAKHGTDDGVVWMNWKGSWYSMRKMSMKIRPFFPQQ
TCR CD3 inh: inhibitors of human TCR-CD3 interaction; inhibition, % at 9.4 µM; AID 651800; 360,000 tested, 0.37% active; TAMRA-labeled TCR probe fluorescence, biochemical; in the data active = inhibition above about 19%;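 also: recombinant mutant TCR 2C K166C tagged with TAMRA read by polarization; 0% = receptor in buffer alone and 100% = receptor with positive control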
LEDGF integ inh: blocks HIV-1 LEDGF/p75-dependent DNA integration; 370,000 tested, 0.64% active; TR-FRET IN-LEDGF/p75 DNA integration, Eu/Cy5; AID 743269; inhibition, % at 3.7 µM;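 active = inhibition above the screen-wide mean plus 3 SD, cut at about 13% in these data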;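 also: signal is the Cy5 over europium emission ratio at 671 and 618 nm; 0% = plate median of compound wells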
SIAE primary: blocks human sialic acid acetylesterase; SIAE FP-Rh probe binding, fluorescence polarization; 370,000 tested, 0.69% active; inhibition, % at 9.66 µM;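 active = inhibition above a cutoff: mean of compounds within the control limits plus 3 SD of those, cut at about 17% in these data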;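 also: 0% = plate median of compound wells and 100% = probe without SIAE protein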
PRMT1 FP inh: PRMT1 (human) inhibition, primary screen; 370,000 tested, 1.3% active; recombinant PRMT1, activity-based probe fluorescence polarization; AID 652257; inhibition, % at 2.79 µM;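 active = inhibition above about 21% made by adding two undisclosed values, limit read from the data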
Target sequence (Q99873 whole entry, looked up): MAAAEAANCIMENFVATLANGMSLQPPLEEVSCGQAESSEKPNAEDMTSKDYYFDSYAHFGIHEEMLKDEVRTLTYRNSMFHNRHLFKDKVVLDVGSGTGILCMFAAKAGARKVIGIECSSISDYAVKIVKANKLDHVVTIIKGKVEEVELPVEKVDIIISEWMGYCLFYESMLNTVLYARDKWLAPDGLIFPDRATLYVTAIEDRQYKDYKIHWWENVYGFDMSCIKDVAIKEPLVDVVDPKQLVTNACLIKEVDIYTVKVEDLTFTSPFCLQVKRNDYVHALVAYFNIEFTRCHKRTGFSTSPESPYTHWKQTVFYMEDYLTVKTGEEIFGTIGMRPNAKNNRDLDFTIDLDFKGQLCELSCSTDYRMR
Tn7 DDE FP: disrupts Tn7 cyclic peptide binding to fibrin D-Dimer-E complex; FP displacement of FITC-Tn7 peptide from fibrin DD(E); 0% = median of compound wells per plate; inhibition, % at 8.3 µM; P02675; 370,000 tested, 0.13% active; AID 720508;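 active = inhibition above the mean of compounds falling within the control limits plus 3 SD of them, cut at about 14% in these data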;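 also: 0% = plate median of compound wells and 100% = 10 µM Aha-Tn7 peptide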
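Also added: labelled Tn7 tracer, 0.1 µM; Assay system: human fibrin DD(E) protein; Amount: 2 µM fibrin DD(E); Schedule: 10 min compound pre-incubation, 3 h probe incubation at room temperature; Repeats: one replicate per compound; Read-out basis: percent inhibition; Measured by: fluorescence polarization of the labelled Tn7 tracer.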
Starred values were filed as active, the others as inactive. Hits appear at their usual frequency; 4.6% or so of the library scored in one or more.

structure	KLK7 zymogen act	TDP2 inh	UHRF1 MBD2 ctr	MBD2 DNA inh	Tn6 DDE FP	TCR CD3 inh	LEDGF integ inh	SIAE primary	PRMT1 FP inh	Tn7 DDE FP
CN(C)S(=O)(=O)c1cccc(NC(=S)N/N=C/c2cccc(O)c2)c1	0.1	-20	4	4	-11	7	2	-6	-1	-3
Cc1nc(-c2ccc(C(=O)Nc3cccc(Br)c3)cc2)cs1	-0.1	7	-1	1	11	10	-2	-3	0	8
O=C(COc1ccc(Cl)cc1)NCc1nnc(SCC(=O)NC2CCCCC2)o1	-0.3	4	0	3	-5	7	2	2	1	-8
CCOc1cc(OCC)cc(C(=O)NCCN2CCC(n3c(=O)[nH]c4ccccc43)CC2)c1	0.4	3	1	9	0	0	-1	2	3	-5
CC1CN(CC(O)COc2ccc(C(=O)c3ccccc3)cc2)CC(C)O1 (stereo unspecified)	-0.7	-2	3	3	-5	0	3	-3	2	1
O=C(CN(c1ccc2c(c1)OCCO2)S(=O)(=O)c1ccccc1)NCC1CCCO1 (stereo unspecified)	-0.1	7	0	9	-2	-3	0	4	-1	3
COc1cc(/C=C/C(=O)O)cc(S(=O)(=O)Nc2ccc(F)cc2)c1OC	-0.2	9	-1	1	-5	6	1	13	0	5
COc1ccc(/C(C)=N/Nc2ccc(C(=O)O)cc2)c(OC)c1	-1.0	7	2	5	-1	-6	-5	-2	8	-3
O=C(OCCOCCN=C1NS(=O)(=O)c2ccccc21)c1ccccc1Br	-0.4	-16	3	4	-8	-4	-6	1	9	5
c1ccc2[nH]c(-c3ccc4c(c3)OCO4)nc2c1	0.1	1	2	0	-2	2	1	0	1	-1
O=C(NCC1CCCN(C(=O)CN2CCCCC2)C1)c1ccccc1Cl (stereo unspecified)	0.8	7	-1	-3	4	6	5	9	0	4
Cc1cc(C)c(C#N)c(SCC(=O)Nc2ccc(S(=O)(=O)Nc3ncccn3)cc2)n1	3.1	-10	1	18*	-3	2	0	-2	7	-6
CCOc1cc([C@H]2[C@@H]3CCCC[C@]3(O)CCN2CC(=O)NCc2ccco2)ccc1O	-0.1	7	0	0	3	8	1	2	-3	-5
Cc1ccc(C(=O)N2c3ccc(F)cc3CCC2C)o1 (stereo unspecified)	-0.4	7	0	-5	9	7	-3	-3	-2	1
O=S(=O)(c1ccccc1)c1nc(-c2ccccc2F)oc1NCc1cccnc1	0.4	-11	7	-1	-10	-1	2	15	-2	2
O=C(O)CSCNC(=O)CC12CC3CC(CC(C3)C1)C2	-0.1	7	1	-1	9	1	-1	4	-3	-6
CCOC(=O)Cn1c(=O)oc2cc(S(=O)(=O)N3CCCC(C(=O)OCC)C3)ccc21 (stereo unspecified)	-0.3	7	-2	2	-1	-1	1	2	-3	0
O=C(Cn1nc(Cl)nc1Cl)c1ccc([N+](=O)[O-])cc1	0.2	1	4	0	14	1	2	0	2	-2
COc1cc(C(=O)NCC(=O)NCCCSc2ccccc2)cc(OC)c1OC	0.1	0	0	-1	-2	6	3	-1	-1	-4
CCC(OC(=O)c1cc2sccc2n1C)C(=O)NCC1CCCO1 (stereo unspecified)	-0.2	-9	3	-2	2	-2	2	1	-1	-9

One compound at a time (already shown).
Entry for CN(C)S(=O)(=O)c1cccc(NC(=S)N/N=C/c2cccc(O)c2)c1 → KLK7 zymogen act = 0.1; TDP2 inh = -20; UHRF1 MBD2 ctr = 4; MBD2 DNA inh = 4; Tn6 DDE FP = -11; TCR CD3 inh = 7; LEDGF integ inh = 2; SIAE primary = -6; PRMT1 FP inh = -1; Tn7 DDE FP = -3
Entry for O=C(Cn1nc(Cl)nc1Cl)c1ccc([N+](=O)[O-])cc1 → KLK7 zymogen act = 0.2; TDP2 inh = 1; UHRF1 MBD2 ctr = 4; MBD2 DNA inh = 0; Tn6 DDE FP = 14; TCR CD3 inh = 1; LEDGF integ inh = 2; SIAE primary = 0; PRMT1 FP inh = 2; Tn7 DDE FP = -2

Following part:
structure	KLK7 zymogen act	TDP2 inh	UHRF1 MBD2 ctr	MBD2 DNA inh	Tn6 DDE FP	TCR CD3 inh	LEDGF integ inh	SIAE primary	PRMT1 FP inh	Tn7 DDE FP
CN(C)CCN1CCN(C2CN(Cc3cn(Cc4ccccc4)nn3)S(=O)(=O)C2)CC1 (stereo unspecified)	0.4	5	20	15*	-1	-2	-2	8	-1	2
C=CCSc1nc(Oc2ccccc2)c2sccc2n1	-0.7	-7	1	0	3	5	3	-1	-2	-9
CCN(CC)S(=O)(=O)c1cc(C(=O)OC)ccc1Cl	-0.2	7	0	2	12	-2	-5	3	1	4
COc1cccc(NC(=O)CN(C)C(=O)c2ccccc2CCc2ccccc2)c1	0.1	11	-3	-5	-3	8	2	-2	-8	0
COc1cc(CCC(=O)NCc2ccc3c(c2)OCO3)cc(OC)c1OC	-0.1	12	0	8	3	-3	29*	2	4	-1
CC(=O)c1ccc(OC(C)C(=O)NC2CCCCC2C)cc1 (stereo unspecified)	0.3	2	-1	-4	-11	0	0	8	0	2
COC(=O)c1[nH]c2cccc(C)c2c1NC(=O)CN1CCN(c2ccccc2OC)CC1	-0.6	11	0	0	3	3	-2	0	-1	-7
Cc1cc(C)cc(NC(=O)CSc2nc(CSc3ccc(Cl)cc3)cc(=O)[nH]2)c1	-0.1	0	3	2	5	-3	-6	-1	3	6
CC(C)CC(=O)Nc1ccc2c(c1)nc(CCN1CCCCC1)n2C	0.2	-6	-2	-2	1	4	-1	-8	-4	2
COc1ccc(CNC(=O)Nc2cccc(C)c2)cc1	-0.8	16	2	1	0	4	2	1	-1	0
CCOC(=O)c1c(C)n(C)c2ccc(OC)c(NC(=O)CN3CCN(Cc4ccccc4)CC3)c12	0.3	1	-1	-1	-2	2	-1	2	-1	-6
O=C1NC[C@H](CCCCN2C[C@H](Cc3ccccc3)N(CC3CCCCC3)C(=O)C2=O)N(CCc2ccc(O)cc2)C1=O	0.1	-1	1	1	-11	3	-1	4	1	2
CCOc1ccc(CCNC(=O)c2cccs2)cc1OCC	0.4	3	0	2	7	2	-5	0	-1	4
CC(=O)N/C(=N/c1nc(C)cc(C)n1)Nc1ccc(C)cc1Cl	0.2	-1	1	-4	-2	-1	0	-3	1	-7
O=C(/C=C/c1ccccc1)N/C(=C/c1ccccc1)C(=O)NCCO	0.5	-1	3	-5	-3	-2	1	2	-1	-6
CCOC(=O)CSc1nc2c(sc3ccccc32)c(=O)n1CCCN1CCOCC1	0.4	11	-2	3	7	3	-5	4	-2	7
O=C(N/C(=C\c1cccnc1)C(=O)N1CCC(O)CC1)c1ccccc1	-0.7	-3	3	-1	2	-6	-3	4	1	4
OC1(C(F)(F)F)CC(c2ccc3ccccc3c2)=NO1 (stereo unspecified)	-0.6	-1	1	4	7	-3	-4	-5	2	-3
O=S(=O)(NCCS(=O)(=O)N1CCN(c2ccccc2)CC1)c1ccc(F)cc1	0.1	7	-1	0	5	-8	-3	5	1	-5
Nc1ccc(Nc2ccc([N+](=O)[O-])cc2[N+](=O)[O-])cc1	-0.1	-2	-3	-14	4	-4	3	4	-1	1

Reformatted with two lines to a compound: part of the list above
Every second line gives: KLK7 zymogen act	TDP2 inh	UHRF1 MBD2 ctr	MBD2 DNA inh	Tn6 DDE FP	TCR CD3 inh	LEDGF integ inh	SIAE primary	PRMT1 FP inh	Tn7 DDE FP
Nc1ccc(Nc2ccc([N+](=O)[O-])cc2[N+](=O)[O-])cc1
    -0.1	-2	-3	-14	4	-4	3	4	-1	1
OC1(C(F)(F)F)CC(c2ccc3ccccc3c2)=NO1 (stereo unspecified)
    -0.6	-1	1	4	7	-3	-4	-5	2	-3

(list continues)
structure	KLK7 zymogen act	TDP2 inh	UHRF1 MBD2 ctr	MBD2 DNA inh	Tn6 DDE FP	TCR CD3 inh	LEDGF integ inh	SIAE primary	PRMT1 FP inh	Tn7 DDE FP
COc1cccc2cc(C(=O)Nc3ccc(F)cc3)c(=Nc3ccc(C(=O)O)cc3)oc12	0.0	10	-1	-3	-3	4	2	-2	0	-7
COc1ccc(NC(=O)CSc2nc3nc(C)cc(C)c3c(=O)[nH]2)cc1	0.1	-16	-2	-1	1	-4	-3	2	-3	7
C[C@H]1CN([C@@H](C)CO)C(=O)c2cc(NC(=O)C3CCCCC3)ccc2O[C@H]1CN(C)S(=O)(=O)c1ccccc1	-0.6	0	0	2	-5	8	-1	1	0	-9
COc1ccccc1N1CCN(S(=O)(=O)c2cc3[nH]c(=O)c(=O)[nH]c3cc2C)CC1	-0.8	-16	10	2	0	-7	2	1	6	-1
O=C(NCc1ccccc1)C(c1ccco1)N(C(=O)c1ccccn1)c1ccccc1 (stereo unspecified)	0.3	-1	-1	3	-4	-3	6	4	-1	-3
Cc1ccc(C2(CCN)CCOC(C(C)C)C2)cc1 (stereo unspecified)	0.1	-5	-3	5	1	5	4	3	-5	1
O=C(O)c1ccc(CNCc2cccc(Cl)c2)cc1	-0.5	11	1	-1	-4	2	4	-3	0	7
CC1CC(C)CN(S(=O)(=O)N2CCCC(C(=O)NCCCN3CCCCC3C)C2)C1 (stereo unspecified)	0.3	-1	-1	3	5	11	-2	0	-2	0
Cc1ccc(S(=O)(=O)N2CCN(C3CC(=O)N(Cc4ccccc4)C3=O)CC2)cc1C (stereo unspecified)	-0.5	5	6	2	-6	-8	1	5	3	7
COc1ccc(C(=O)NC(C)c2cc(OC)c(OC)cc2Br)cc1 (stereo unspecified)	-0.2	10	-3	3	-3	-7	-1	3	1	3
Cc1occc1-c1nnc(SCc2cc(=O)n3cc(Br)ccc3n2)n1C	0.9	-1	-2	-1	-1	-2	1	6	-3	6
Cc1nn2c(-c3ccccc3)ccnc2c1-c1ccccc1	-0.4	-8	1	2	0	-2	-6	-12	3	4
CCOc1ccc(S(=O)(=O)N/N=C\c2ccc3c(c2)OCO3)cc1	-0.1	-1	-2	-9	7	9	-3	-4	0	4
CC1CCC(NCCNC(=O)c2ccco2)CC1 (stereo unspecified)	0.1	-5	1	2	-4	1	2	-1	-1	9
COCCNC(=O)c1sc(=O)n(Cc2ccc(SC)cc2)c1C	0.2	7	-2	3	-3	9	-2	8	-4	3
CCn1c(CNC(=O)c2cccc(C)c2)nc2ccccc21	0.4	-6	-1	-3	-5	-4	3	-2	-6	2
Cc1ccc2nc(C(F)(F)F)c(C#N)c(N)c2c1	-0.9	6	0	-3	9	-2	0	1	-5	3
CN(c1ccccc1C(=O)Nc1ccc2ccccc2c1)S(C)(=O)=O	-0.7	-6	-2	6	-1	-1	4	-2	-7	-4
COc1cc(NS(=O)(=O)c2ccc(NC(=O)/C=C/c3ccc([N+](=O)[O-])cc3)cc2)ncn1	0.2	11	-1	6	4	-3	-5	1	5	-2
Cc1nc(N/N=C/c2ccc(Br)cc2)cc(N2CCOCC2)n1	-0.3	-12	5	3	-8	-6	7	2	-4	2
COc1ccccc1NC(=O)C1CCN(C(=O)c2ccc(C(C)(C)C)cc2)CC1	0.5	6	-2	2	-6	1	-3	1	0	1
CCOC(=O)COc1c(Br)cc(/C=C2\SC(=O)N(CC(=O)N3CCCC3)C2=O)cc1OC	0.4	6	2	3	-2	-6	0	9	-3	1
